# Assay outcomes: PubChem, National Center for Advancing Translational Sciences (NCATS)
# NPC1 promoter act = activators of NPC1 promoter; 320,000 tested, 2.4% active; Potency, µM (series often up to 9.22 µM), for inactives: top-dose activation, hits mostly activators; Huh7 NPC1 promoter luciferase reporter, 24 h;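 note: % of control where 0% means no effect; nearly all actives have a fitted effect of over 60% in size; reporter is driven by a mutant NPC1 promoter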
#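 Luminescence read-out of NPC1 promoter-driven luciferase in stably transfected Huh7 cells; compounds delivered in DMSO and left 24 h at 37C, 5% CO2, qHTS titration format.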
# VP16 counter = Gal4-VP16 reporter inhibition counter-screen. Drosophila S2 Gal4-VP16 UAS-luciferase, luminescence, 20 h. Potency, µM (highest dose often 53.6 µM), for inactives: top-dose activity, negative = inhibition, hits mostly inhibitors. 310,000 tested, 3.5% active. AID 2546;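 note: Gal4-VP16 expression switched on by copper sulfate through the metallothionein promoter; % is set by controls: 0 for no effect and ±100 for the full control effect; nearly all actives have a fitted effect of over 50% in size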
# FLuc modulator = firefly luciferase modulation, counter-screen for miR-21 project | Potency, µM (series often up to 57.5 µM), without a hit: top-dose activity change, negative = inhibition, most hits filed as inhibitors | AID 588342 | purified FLuc, Km substrates, luminescence inhibition | 360,000 tested, 6.9% active;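 note: plate controls were vehicle for no effect and reference inhibitor for full effect; nearly all actives have a fitted effect of over 55% in size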
# Target sequence (P08659 whole entry, looked up): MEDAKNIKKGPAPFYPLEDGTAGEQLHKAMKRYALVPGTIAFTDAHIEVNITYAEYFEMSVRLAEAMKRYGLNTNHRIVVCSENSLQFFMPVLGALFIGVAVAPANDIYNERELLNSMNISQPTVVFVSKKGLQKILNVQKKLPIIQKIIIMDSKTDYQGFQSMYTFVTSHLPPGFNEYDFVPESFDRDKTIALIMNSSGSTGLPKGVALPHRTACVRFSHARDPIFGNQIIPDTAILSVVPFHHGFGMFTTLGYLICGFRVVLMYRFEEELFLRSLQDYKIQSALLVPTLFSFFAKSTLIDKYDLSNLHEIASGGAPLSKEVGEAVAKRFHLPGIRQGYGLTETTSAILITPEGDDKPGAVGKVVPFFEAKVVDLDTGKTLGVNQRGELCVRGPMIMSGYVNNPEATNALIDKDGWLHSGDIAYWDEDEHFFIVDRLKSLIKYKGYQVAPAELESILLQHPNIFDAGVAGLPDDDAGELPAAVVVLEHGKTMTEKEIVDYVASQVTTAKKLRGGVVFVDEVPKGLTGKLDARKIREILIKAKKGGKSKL
#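 Biochemical qHTS of compounds, final roughly 60 µM downward over six points, against 10 nM purified firefly luciferase using Km concentrations of substrates (10 uM D-luciferin, 10 uM ATP) in Tris acetate pH 7.5 buffer; luminescence output.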
# Rab9 prom act = activates the Rab9 promoter. Huh7 Rab9 promoter-luciferase reporter, luminescence, 24 h. Potency, µM (doses to about 9.22 µM), for inactives: at the top dose activation, negative = inhibition, hits mostly activators. 320,000 tested, 2.8% active. AID 485297; note: % of control where 0% means no effect; nearly all actives have a fitted effect of over 60% in size
#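 Measured in stably transfected Huh7 cells bearing a Rab9 promoter–luciferase construct: 24 h compound treatment at 37 °C, followed by luminescence detection.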
# ELG1 genotoxic = genotoxicity induction in ELG1-luciferase HEK293T cells; HEK293T ELG1-luciferase reporter, luminescence, 16 h; AID 504466; 330,000 tested, 1.3% active; Potency, µM (top dose mostly 46 µM), for inactives: top-dose activity change, positive = activation, actives largely listed as activators; note: % of control where 0% means no effect; nearly all actives have a fitted effect of over 60% in size
#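 Quantitative HTS format in 1536-well plates. HEK293T ELG1-luciferase reporter cells receive test compound and are incubated 16 hr at 37 °C, 5% CO2; ONE-Glo added, 30 min room temperature, then luminescence read.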
# p53 reactivator = mutant p53 re-activation in reporter cells | H1299 p53-A138V BP100-luciferase reporter, luminescence, 24 h | Potency, µM (doses to about 92.2 µM), for the others: at the highest dose activity change, positive = activation, hits mostly activators | 320,000 tested, 0.063% active | AID 504706; note: % of control where 0% means no effect; nearly all actives have a fitted effect of over 45% in size
#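 H1299 (p53-null), stable ts p53-A138V + BP100-Luc; 1000 cells/well, Opti-MEM/10% FBS; cpd 4 pt, 1:5; 24 h, 37 deg C, 5% CO2; detection reagent 10 min RT; luminescence.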
# MBNL1-CUG inh = inhibitors of human MBNL1 binding to CUG repeat RNA; Q9NR56; TR-FRET MBNL1-His/biotin-(CUG)12 binding, 665/545 ratio; Potency, µM (highest dose often 57.5 µM), without a hit: at the top dose activity change, negative = inhibition, most hits filed as inhibitors; 280,000 tested, 0.036% active; AID 2675; active = well fitted inhibition curve with a large enough effect in the signal ratio, with a control signal flat, not every such curve was filed as active; inconclusive = small, poorly fitted or top-dose-only effect, or effect the other way, or a change in a side signal; inactive = no such curve, though single readings can be large or run the other way; the % refers to the signal ratio; note: % is set by controls: 0 for no effect and ±100 for the full control effect
#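 Inhibition of protein-RNA binding appears as loss of TR-FRET between terbium anti-His antibody on MBNL1-His and streptavidin-XL665 on biotin-(CUG)12. Activity is normalized to buffer-only and uninhibited-complex controls.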
# RORgamma inh = ROR gamma (mouse) transcription inhibition | 310,000 tested, 5.4% active | Drosophila S2 Gal4-RORgamma UAS-luciferase reporter, 20 h | Potency, µM (highest dose often 53.6 µM), inactives show at the highest dose activity change, negative = inhibition, usual class: inhibitors | P51450 | AID 2551; note: % is set by controls: 0 for no effect and ±100 for the full control effect; nearly all actives have a fitted effect of over 60% in size
# Target sequence (P51450 whole entry, looked up, the tested form may be a part): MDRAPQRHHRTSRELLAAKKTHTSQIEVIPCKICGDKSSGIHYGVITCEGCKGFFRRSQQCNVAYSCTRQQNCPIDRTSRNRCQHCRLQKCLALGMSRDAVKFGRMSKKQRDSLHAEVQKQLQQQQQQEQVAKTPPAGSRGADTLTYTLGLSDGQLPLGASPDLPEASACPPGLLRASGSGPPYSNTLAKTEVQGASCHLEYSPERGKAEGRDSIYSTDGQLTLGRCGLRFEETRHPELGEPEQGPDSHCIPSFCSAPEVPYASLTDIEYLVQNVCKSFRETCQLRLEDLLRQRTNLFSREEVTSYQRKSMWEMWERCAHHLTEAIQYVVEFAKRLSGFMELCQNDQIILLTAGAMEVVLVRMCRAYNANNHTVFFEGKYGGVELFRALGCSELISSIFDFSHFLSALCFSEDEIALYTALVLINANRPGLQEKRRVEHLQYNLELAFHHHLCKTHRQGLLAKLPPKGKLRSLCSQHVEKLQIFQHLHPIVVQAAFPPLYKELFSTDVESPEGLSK
#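 Compounds are pin-transferred onto Drosophila Schneider cells expressing a copper-inducible Gal4–ROR gamma transactivation domain fusion. After 1 hr, copper sulfate is added to 700 uM final; luciferase is read 20 hr later.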
# BRCA1 expr up = activators of BRCA1 expression; MCF7-BRCA1-FFLuc reporter, luminescence, 48 h; response scale: scaled: vehicle 0%, 10 µM genistein 100%; Potency, µM (highest dose often 46.1 µM), for inactives: top-dose activation, most hits filed as activators; 380,000 tested, 1.1% active; note: nearly all actives have a fitted effect of over 80% in size; some results filed as inactive show a strong effect at the top dose
#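 Luminescence from a BRCA1-driven firefly luciferase in MCF7 cells was the read-out, taken 15 min after substrate addition following 48 h compound exposure at 37 °C. Data were normalized to a 10 microM genistein control and DMSO vehicle.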
# uPA surface inh = cell surface uPA generation inhibition; AID 540303; cell surface uPA generation assay, qHTS; 330,000 tested, 0.31% active; Potency, µM (highest dose often 38.3 µM), without a hit: at the highest dose activity change, negative = inhibition, hits mostly inhibitors; active = well fitted inhibition curve with a large enough effect; inconclusive = small, poorly fitted or top-dose-only effect; inactive = no such curve, though single readings can be large or run the other way; tested in mouse RAW 264.7 cells; note: % is set by controls: 0 for no effect and ±100 for the full control effect; nearly all actives have a fitted effect of over 55% in size
# Active calls of the source: *; ? = inconclusive; · = no result given; [ ] = dose if it differs, or a comment. Unless noted, calls come from the whole dose curve; as a rule, active = well fitted curve in the direction sought with a large enough effect; inconclusive = small, poorly fitted or top-dose-only effect, or another doubt; inactive = no such curve, though single readings can be large; an effect the other way counts as inactive or inconclusive. Potency is the fitted concentration of half-maximal effect. Outcome played no part in choosing rows; overall some 13% were active at least once.
SMILES | NPC1 promoter act | VP16 counter | FLuc modulator | Rab9 prom act | ELG1 genotoxic | p53 reactivator | MBNL1-CUG inh | RORgamma inh | BRCA1 expr up | uPA surface inh
COc1ccc(NC(=O)Nc2nnc(-c3ccncc3)s2)cc1 | 26.4% | -8.8% | ? | ? | -18.2% | -3.0% | -1.7% | ? | 69.4% | 2.5%
CC1(C)CC(=O)C(N=Nc2cc3c(cc2[N+](=O)[O-])OCCO3)=C(O)C1 | 4.6% | 11.5% | -8.9% | 14.8% | 9.5% | -0.4% | ? | -5.5% | 0.0% | -6.7%
Cc1ccc(-n2c(C)nnc2SCC(=O)NNC(=O)c2ccco2)cc1 | 1.9% | 5.2%[10 µM] | -5.9% | -5.9% | 3.4% | -3.4% | -5.4% | -10.5% | -23.1% | -1.7%
CCn1ncc(/C=N\NC(=O)c2csc3ccccc23)c1C | -9.9% | ? | 10.7µM* | -7.7% | ? | ? | -7.8% | 10µM* | 4.1% | -9.6%
COc1ccccc1C(=O)NNC(=O)c1ccc(NC(=O)C(C)C)cc1 | 1.4% | -5.8% | ? | 0.2% | 3.3% | -2.9% | -1.3% | 5.7% | -13.3% | 2.9%
N[C@H](C(=O)O)[C@H](O)C(=O)O | 9.8%[46.1 µM] | -1.0% | · | -0.7%[46.1 µM] | · | · | · | 10.6% | · | ·
CC(C)(O)CNC(=O)C(Cc1ccccc1)N1C(=O)c2ccccc2C1=O (stereo not given) | -4.0% | -1.2% | 2.8% | -6.5% | -0.2% | -4.3% | -2.8% | 10.8% | -4.3% | 7.8%
Cc1cc(C)n(C(=O)c2ccc([N+](=O)[O-])c(Cl)c2)n1 | 1.4% | 3.0% | 7.9% | -0.1% | 7.3% | 2.9% | · | -1.5% | -32.4% | 2.2%
O=C1Nc2ccccc2OC1CC(=O)N1CCN(c2cccc(C(F)(F)F)c2)CC1 (stereo not given) | -0.8% | -3.0% | -3.3% | 1.5% | -9.2% | -1.7% | -6.1% | 16.1% | -43.0% | ·
O=C(C#Cc1ccccc1)Nc1ccc(F)cc1 | 16.0% | -1.0% | 12µM* | 12.3% | 10.4% | -1.7% | 3.3% | 23.3% | 46.6% | -16.6%
O=C(c1cccc(-n2cccc2)c1)N1CCN(S(=O)(=O)c2c(F)cccc2F)CC1 | 1.0% | 12.4% | 3.0% | 2.5% | -0.5% | 1.2% | -2.7% | 9.8% | 9.2% | 1.6%
O=[N+]([O-])c1cccc(/C=N/n2c(COc3ccccc3)n[nH]c2=S)c1 | -0.7% | ? | 2.2% | -3.4% | -2.3% | -0.8% | 0.4% | 12.6µM* | -1.0% | ·
CCn1c(O)c(C2=c3ccccc3=NC2=O)c2cc(Br)ccc21 | -4.0% | -8.9% | -15.5% | -0.2% | ? | -7.3% | -7.8% | ? | -51.5% | -14.9%
O=S(=O)(Nc1ccc(-c2csc(-c3ccccc3)n2)cc1)c1ccc(F)cc1 | -3.1% | ? | -2.1% | -1.4% | 0.1% | -14.5% | 7.6% | ? | -82.7% | 9.4%
COc1cc2c(cc1OC)C(c1ccc3c(c1)OCO3)C1=C(CC(C)(C)CC1=O)N2 (stereo not given) | -15.3% | 5.3% | 1.6% | -7.3% | 4.5% | -8.5% | 11.0% | -22.1% | -47.7% | -1.5%
Cn1nc(C(=O)N2CCN(c3ccccn3)CC2)c2ccccc2c1=O | -2.3% | · | 7.4% | -2.4% | 2.3% | -0.1% | · | · | -11.7% | -4.6%
Cc1ccc2nc(COc3ccc(N(C)S(=O)(=O)c4ccccc4)cc3)cc(=O)n2c1 | -6.9% | -3.2% | ? | 0.7% | -16.7% | -0.3% | 18.1% | ? | -31.8% | 3.4%
c1ccc(-c2nnc(CSc3nnc(-c4cccs4)o3)o2)cc1 | -4.2% | 7.6% | -2.4% | -7.0% | 5.1% | 6.9% | -5.7% | 34.0% | 2.2% | -3.9%
CS/C(=C/[N+](=O)[O-])Nc1cccc2c1C(C)CC2(C)C (stereo not given) | -4.0% | ? | ? | 13.7% | 3.8% | 3.4% | 18.9% | -2.9% | -3.0% | -1.7%
CCCCC(=O)Nc1ccc2c(c1)C(=O)NC2=O | -0.4% | 1.1% | -0.6% | 1.5% | -2.1% | -2.1% | 35.0%[activator] | 15.1% | 0.0% | -30.3%

# Continued; the last 3 above are carried over.
SMILES | NPC1 promoter act | VP16 counter | FLuc modulator | Rab9 prom act | ELG1 genotoxic | p53 reactivator | MBNL1-CUG inh | RORgamma inh | BRCA1 expr up | uPA surface inh
c1ccc(-c2nnc(CSc3nnc(-c4cccs4)o3)o2)cc1 | -4.2% | 7.6% | -2.4% | -7.0% | 5.1% | 6.9% | -5.7% | 34.0% | 2.2% | -3.9%
CS/C(=C/[N+](=O)[O-])Nc1cccc2c1C(C)CC2(C)C (stereo not given) | -4.0% | ? | ? | 13.7% | 3.8% | 3.4% | 18.9% | -2.9% | -3.0% | -1.7%
CCCCC(=O)Nc1ccc2c(c1)C(=O)NC2=O | -0.4% | 1.1% | -0.6% | 1.5% | -2.1% | -2.1% | 35.0%[activator] | 15.1% | 0.0% | -30.3%
CCS(=O)(=O)Nc1ccc2[nH]c(=O)[nH]c2c1 | -6.3% | -1.1% | -1.4% | 0.3% | 2.7% | -2.9% | 1.8% | 1.6% | -8.9% | 10.5%
O=c1c(Cc2c(F)cccc2Cl)c(O)ccn1Cc1ccc(F)cc1 | -2.3% | -7.3% | 3.8% | -4.2% | 1.7% | -1.4% | 3.1% | 35.5% | -12.0% | 5.8%
CN(C)/C=C1/Oc2c(ccc3ccccc23)C1=O | 10.2% | -21.2% | ? | -4.5% | -0.1% | 0.8% | ? | -4.4% | 4.9% | 4.0%
CCOC(=O)C1(CC2CCCCO2)CCN(C(=O)Nc2ccc(SC)cc2)CC1 (stereo not given) | -1.8% | -11.9% | ? | 1.3% | -2.1% | 1.9% | -1.9% | 32.0% | 69.2% | -2.6%
COc1ccccc1OCCSc1nc(N)cc(N)n1 | 5.1% | 24.8% | ? | 7.2% | 17.9% | 21.6% | -2.6% | 39.2% | ? | 1.9%
C=CCn1c(Oc2ccccc2F)nc2c1c(=O)n(C)c(=O)n2C | 13.7% | -11.3% | 0.8% | 4.3% | -15.2% | 6.0% | -19.3% | 28.0% | 1.3% | 1.7%
CC(C)N(C)Cc1nnnn1CC(=O)NCCc1cccc(C(F)(F)F)c1 | -3.9% | 4.1% | 7.6% | 3.4% | -2.6% | 23.9% | -2.2% | 0.5% | -18.5% | 2.5%
COC(=O)NNC(=O)COc1ccccc1C | -0.8% | -0.7% | 4.5% | -5.1% | 1.4% | -10.7% | · | -3.0% | 44.2% | 2.4%
CN1CCN(NC(=O)c2cc(-c3cccc(Cl)c3)nc3ccccc23)CC1 | -5.1% | -25.5% | -2.3% | 0.8% | 13.3% | 0.2% | 7.5% | ? | -18.4% | 2.1%
Cc1ccc2cc(CN(CC3CCCO3)S(=O)(=O)c3ccccc3)c3nnnn3c2c1 (stereo not given) | 2.3% | 8.7% | -17.8% | 2.2% | -0.8% | -8.2% | 0.7% | -22.8% | 8.7% | ·
CC1(C)C2CCC1(C)C1(C2)NC(=O)c2ccccc2O1 (stereo not given) | -4.3% | 5.5% | -1.4% | -6.7% | -1.2% | 5.9% | 14.7% | ? | -26.6% | -1.4%
O=C(CN1CCC(C(O)(c2ccccc2)c2ccccc2)CC1)Nc1cc(Cl)ccc1Cl | -3.5% | -1.3% | -1.4% | -2.9% | -7.5% | 6.8% | -8.9% | -0.9% | 4.0% | -1.9%
CC1CCCC(C(=O)O)N1C(=O)CCSC(=O)c1ccccc1 (stereo not given) | 0.6% | 1.6% | 5.4% | -7.5% | 1.9% | -5.5% | -10.7% | -1.1% | -0.6% | -11.3%
O=C(O)COc1ccccc1/C=N/Nc1ccc(S(=O)(=O)N2CCOCC2)cc1[N+](=O)[O-] | -2.3% | -1.1% | -11.5% | -2.7% | 0.0% | 5.3% | ? | 13.7% | 15.7% | -1.1%
CCN(CC)c1ccc(N2C(=NC(=O)C3CC3)SC3CS(=O)(=O)CC32)cc1 (stereo not given) | -4.8% | 5.0% | 3.2% | 7.1% | 0.4% | -11.1% | 8.3% | 2.4% | 10.7% | 2.2%
O=C(O)CCC(NC(=O)OCc1ccccc1)C(=O)O (stereo not given) | -0.6% | -12.6% | 0.0% | -4.5% | 1.4% | -3.8% | -10.0% | 3.0% | 0.0% | 0.7%
Cn1cc(CNCCN2CCCCC2=O)c(-c2cccc(Cl)c2)n1 | -2.0% | 5.0% | -0.5% | 2.3% | 0.8% | -0.2% | 14.9% | 7.9% | -9.1% | 1.8%
Cc1cc(OC(=O)c2ccc(Cl)cc2)cc(=O)n1C | -2.1% | -10.2% | ? | 2.4% | 3.3% | 4.0% | 8.1% | -15.4% | -18.0% | 4.7%
Fc1ccccc1NC(=S)N1CCN(C/C=C/c2ccccc2)CC1 | 0.4% | ? | 1.5% | -0.2% | -1.9% | -0.8% | -12.1% | ? | -17.7% | -4.6%
COc1cc(-c2cccs2)cc(=O)c2c(C)oc(C)c12 | -1.0% | -8.3% | -13.9% | 8.8% | -3.2% | 4.7% | ? | 6.7% | 7.8% | 1.7%
O=C(Nc1ccc(Cl)cc1)c1cccs1 | · | ? | 12µM* | · | · | · | 1.2% | 32.0% | 93.4% | -1.3%
